# High-throughput results: PubChem BioAssay, several laboratories
# TRAIL sens C8 = caspase-8 TRAIL sensitization; NB7+C8 cells + TRAIL, ATPlite viability luminescence; hit rate 1% among 360,000; inhibition (viability loss, TRAIL sensitization), % at 10 µM; AID 624354;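 active = compounds causing at least 50% loss of cell viability in the single-dose screen, relative to plate controls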
# LMP1 NFkB inh = Epstein-Barr LMP1 NF-kappaB reporter inhibition; LMP1-induced NF-kappaB luciferase reporter cells, luminescence; hit rate 0.69% among 350,000; inhibition, % at 12.5 µM; in the data active = inhibition above about 41%;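 note: 0% = neutral control wells and 100% = reference inhibitor control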
# NR5A2 inv ag = inverse agonists of human LRH-1 (NR5A2); O00482; HEK293T StAR-luciferase reporter, LRH-1 transfected, 24 h; inhibition, % at 3.6 µM; hit rate 0.13% among 360,000; AID 602396;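 active = inhibition above the mean inhibition of all tested compounds plus 3 SD, cut at about 73% in these data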;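 note: 0% = DMSO wells and 100% = reporter-only cells lacking LRH-1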
# Target sequence (O00482 whole entry, looked up): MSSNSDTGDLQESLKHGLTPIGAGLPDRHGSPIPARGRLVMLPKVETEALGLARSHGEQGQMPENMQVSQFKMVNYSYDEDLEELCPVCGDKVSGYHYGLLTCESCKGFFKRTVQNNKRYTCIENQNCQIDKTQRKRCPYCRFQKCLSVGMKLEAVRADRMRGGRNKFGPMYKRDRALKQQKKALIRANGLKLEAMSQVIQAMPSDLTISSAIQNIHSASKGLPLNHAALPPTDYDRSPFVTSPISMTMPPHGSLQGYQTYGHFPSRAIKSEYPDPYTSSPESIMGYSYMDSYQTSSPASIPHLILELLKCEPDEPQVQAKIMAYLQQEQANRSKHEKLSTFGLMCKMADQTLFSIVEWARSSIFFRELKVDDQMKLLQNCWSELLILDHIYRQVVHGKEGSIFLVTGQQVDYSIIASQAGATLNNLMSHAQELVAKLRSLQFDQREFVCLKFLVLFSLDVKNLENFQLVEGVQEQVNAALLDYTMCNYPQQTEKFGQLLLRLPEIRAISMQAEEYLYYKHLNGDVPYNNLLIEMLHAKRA
# COUP-TFII inh = NR2F2 (human) inhibition, primary screen | hit rate 0.7% among 370,000 | inhibition, % at 8.6 µM | P24468 | HEK293T NGFI-A luciferase reporter, luminescence | AID 686940;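 active = inhibition above a per-plate cutoff, mean inhibition of test wells between control levels plus 3 SD, cut at about 38% in these data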;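 note: cells cotransfected with COUP-TFII expression vector driving the NGFI-A reporter; 0% = median of COUP-TF2 test wells and 100% = reporter-only cells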
# Target sequence (P24468 whole entry, looked up): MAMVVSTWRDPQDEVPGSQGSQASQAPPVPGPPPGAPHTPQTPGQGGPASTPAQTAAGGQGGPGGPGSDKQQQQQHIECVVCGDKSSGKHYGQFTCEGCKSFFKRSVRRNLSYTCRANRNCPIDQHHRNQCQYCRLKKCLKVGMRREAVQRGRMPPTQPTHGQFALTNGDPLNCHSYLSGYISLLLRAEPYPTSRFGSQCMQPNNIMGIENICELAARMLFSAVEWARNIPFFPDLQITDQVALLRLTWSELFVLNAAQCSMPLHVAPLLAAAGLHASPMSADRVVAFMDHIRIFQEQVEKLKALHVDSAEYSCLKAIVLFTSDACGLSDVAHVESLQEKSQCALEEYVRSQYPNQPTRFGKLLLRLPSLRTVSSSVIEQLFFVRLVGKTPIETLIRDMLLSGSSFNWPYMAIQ
# TROY NFkB inh = blocks TROY-dependent signaling in reporter cells; inhibition, % at 10 µM; Q293 LMP1-TROYcd NF-kB luciferase reporter, 4 h; hit rate 0.98% among 360,000; AID 1347056;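 active = compounds whose plate-normalised and pattern-corrected inhibition of the luciferase reporter signal at the single screening dose is 50% or more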
# Shn3 3UTR inh = reduces Shn3 3'UTR luciferase signal in osteoblasts. hit rate 0.52% among 360,000. Clone20 osteoblast Shn3 3'UTR firefly luciferase, 24 h. inhibition, % at 12.5 µM. AID 588674;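 active = mean inhibition of at least 75% with every replicate also reaching 75%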;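 note: 0% = median of neutral control wells and 100% = pilot-screen positive control compound; some compounds past the cut are filed as inactive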
# TWEAK Fn14 block = blocks TWEAK-Fn14 interaction in a reporter cell assay | TWEAK-stimulated Fn14 reporter cells, luciferase luminescence, 8 h | inhibition, % at 10 µM | hit rate 2% among 360,000 | AID 1159606; in the data active = inhibition above about 50%
# KKLEB tox = counter-screen for CF NF-kB inhibitors: cytotoxicity | KKLEB CF airway cells viability, ATPlite luminescence, overnight; hits give low values; cells stimulated with P. aeruginosa culture filtrate | activity change (cytotoxicity), % at 5 µM | hit rate 0.36% among 360,000 | AID 602141;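 active = corrected activity change at or below -50% at 5 µM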
# CF NFkB inh = blocks PAF-induced NF-kB reporter in cystic fibrosis cells; KKLEB NF-kB-GFP reporter, GFP fluorescence overnight; inhibition, % at 5 µM; hit rate 0.86% among 360,000;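 active = at least 50% inhibition at 5 µM, scaled per plate between neutral and stimulator controls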;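 note: PAF is a Pseudomonas aeruginosa culture filtrate used as stimulus; plate controls were PAF-stimulated DMSO wells for no effect and unstimulated DMSO wells for full effect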
# NCOA3 inh = inhibits human SRC3 coactivator | AID 588352 | inhibition, % at 3.6 µM | HEK293 GAL4-SRC3 luciferase reporter, luminescence | hit rate 0.17% among 360,000;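 active = inhibition above a per-campaign cutoff, the mean of all compounds plus 3 SD, cut at about 60% in these data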;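 note: 0% = DMSO-treated cells and 100% = gossypol-treated cells at 36 µM; higher means less SRC3-driven luciferase light from the GAL4 reporter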
# NCOA1 inh = human NCOA1 inhibition; Q15788; HEK293 GAL4-SRC1 luciferase reporter, luminescence; inhibition, % at 3.6 µM; hit rate 0.12% among 360,000; AID 588354;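 active = inhibition above the campaign mean plus 3 SD, with each screening campaign given its own cutoff, cut at about 60% in these data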;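 note: 0% = DMSO treated cells and 100% = gossypol at 36 µM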
# * marks the source's active call; other numbers are inactive results; nt = not tested or not shown. The list is partial; count on the stated rates, not on these rows.
SMILES,TRAIL sens C8,LMP1 NFkB inh,NR5A2 inv ag,COUP-TFII inh,TROY NFkB inh,Shn3 3UTR inh,TWEAK Fn14 block,KKLEB tox,CF NFkB inh,NCOA3 inh,NCOA1 inh
CCc1ccc(OCC(=O)NC2CC(C)(C)NC(C)(C)C2)cc1,-8,11,-7,-4,-3,4,-6,-5,17,2,3
CC(=O)Nc1ccc(NC(=O)c2cc(-c3cc(C)cc(C)c3O)n[nH]2)cc1,21,-10,-25,8,4,-6,19,-1,0,-11,-14
O=C(Nc1ccc(Oc2ccccc2)cc1)c1csc([C@@H]2O[C@H](CO)[C@@H](O)[C@H]2O)n1,17,nt,37,66*,20,34,46,-2,16,-15,33
O=C(/C=C/c1ccc(F)cc1)c1ccccc1Br,12,-13,-1,-10,1,-18,63*,-37,57*,5,6
CCCCCC(=O)Nc1cc(S(=O)(=O)N2CCOCC2)ccc1N1CCN(C)CC1,-13,1,0,6,1,-21,-1,2,-2,2,-25
CCOCCCNC(=O)CCCC1=NS(=O)(=O)c2ccccc2N1,3,-8,-7,-9,2,-15,-14,3,-14,16,-12
CCOC(=O)Cc1c(C)nc2c(-c3ccccc3)c(C)nn2c1C,11,-5,-19,-9,1,2,-2,-16,8,0,-20
Cc1ccc(CNC(=O)C2CCN(S(=O)(=O)c3ccc4nc5c(c(C(=O)O)c4c3)CC(C)CC5)CC2)cc1 (stereo unspecified),-3,-4,0,-6,18,4,8,2,11,-17,-13
Cc1ccc(CN2CCN(C(=O)C3CCC3)CC2)cc1,-16,-4,-10,nt,4,-30,-26,4,-6,-2,-2
COC(=O)c1cc(NS(=O)(=O)c2ccc(N3CCOCC3)c([N+](=O)[O-])c2)cc(C(=O)OC)c1,-3,9,11,-10,-2,-40,21,10,-16,5,-7
COc1ccc(NC(=O)CSc2nc(-c3ccc(C)cc3)cc(C(F)(F)F)c2C#N)cc1,-13,-23,3,-19,-3,-20,-25,-25,-4,7,6
Cc1ccc(NC(=O)N(Cc2nc3ccccc3c(=O)[nH]2)Cc2cccs2)cc1,0,-19,9,-17,-3,10,-1,0,-1,12,0
COC(=O)c1ccc(NC(=O)c2ccc(F)cc2)o1,-7,4,-9,-20,3,10,-7,0,-16,16,-8
Oc1ccccc1C1=Nc2nc3ccccc3n2C(c2ccccc2)C1 (stereo unspecified),6,-12,-131,-67,-30,nt,-12,5,0,-66,-70
O=C1CCC/C(=N/NC(=O)c2ccc(CN3c4cccc5cccc(c45)S3(=O)=O)cc2)C1,10,-12,-7,-4,-12,-6,-17,-1,-7,5,-2
CC1CCN(C(=S)c2ccccc2O)CC1,7,-33,10,4,4,-23,3,-2,4,-9,3
Cc1ccc2sc(NNC(=O)c3cc(=O)c4ccccc4o3)nc2c1C,-18,-6,-26,-2,-5,-22,-31,-12,7,-37,-11
CC1(C(=O)NS(=O)(=O)c2cccs2)CCN1C(=O)c1cccc(F)c1 (stereo unspecified),-14,nt,-9,-3,-13,17,24,-1,-1,-2,1
NC(=O)Nc1ccc(Nc2ccccc2)cc1,-19,-8,-12,19,-22,-1,-5,-28,-8,4,1
COCCn1c(C)cc(C2=NNC(=Nc3ccccc3F)SC2)c1C,-5,64*,87*,90*,89*,67,105*,-4,0,85*,84*
COc1cccc(N2[C@@H](CC(C)=O)c3cc(C(F)(F)F)ccc3S2(=O)=O)c1,-1,-2,15,8,6,-13,-11,-1,18,-2,6
COc1cccc(NC(=O)CN(C)C(=O)c2ccc3c(c2)CC(c2ccccc2)OC3=O)c1 (stereo unspecified),18,-5,-6,8,9,0,12,-8,4,19,0
Cc1c(S(=O)(=O)Nc2cccc3ccccc23)c(=O)n(C)c(=O)n1C,3,3,-6,-6,-11,3,-2,-8,5,19,9
CCCNS(=O)(=O)c1ccc(OC)c(Cl)c1Cl,10,-14,12,-1,-18,-23,-11,0,6,-14,1

# 2 entries drawn at random from the list so far, as already listed:
SMILES,TRAIL sens C8,LMP1 NFkB inh,NR5A2 inv ag,COUP-TFII inh,TROY NFkB inh,Shn3 3UTR inh,TWEAK Fn14 block,KKLEB tox,CF NFkB inh,NCOA3 inh,NCOA1 inh
COCCn1c(C)cc(C2=NNC(=Nc3ccccc3F)SC2)c1C,-5,64*,87*,90*,89*,67,105*,-4,0,85*,84*
CC1CCN(C(=S)c2ccccc2O)CC1,7,-33,10,4,4,-23,3,-2,4,-9,3

# Carrying on:
SMILES,TRAIL sens C8,LMP1 NFkB inh,NR5A2 inv ag,COUP-TFII inh,TROY NFkB inh,Shn3 3UTR inh,TWEAK Fn14 block,KKLEB tox,CF NFkB inh,NCOA3 inh,NCOA1 inh
Cc1nn(C)cc1CNC(=O)c1ccccc1Br,-2,-3,-9,11,9,6,10,0,-6,21,-3
Cc1ccc(C)c(OCC(=O)Nc2ccc(S(=O)(=O)Nc3ccccn3)cc2)c1,-5,10,-3,8,20,16,0,4,-16,5,-22
COc1ccccc1NC(=O)Cn1cnc2sc(C(=O)Nc3cc(OC)c(OC)c(OC)c3)c(C)c2c1=O,-9,-3,4,8,16,19,29,-6,-16,5,2
O=C(c1ccc(Cl)c(Cl)c1)N(Cc1ccco1)c1ccc(O)cc1,7,-2,3,3,-4,23,41,-6,8,1,5
Cc1cccc(C(=O)NCCc2ccccc2)c1,21,-24,-135,-39,-19,-36,14,11,-9,-82,-114
Cc1ccc2c(c1)CCCN2C(=O)c1cc2ccccc2oc1=O,-15,5,4,-7,3,3,-12,8,1,-14,8
Cn1c(=O)c2cc(S(=O)(=O)NC(C(=O)NCc3ccccn3)c3ccccc3)ccc2n(C)c1=O (stereo unspecified),7,2,11,1,-8,4,16,18,-10,8,-14
COc1ccc(CN2C(=O)CN(C3CCCCCC3)C(=O)C2c2ccc(OC)c(OC)c2)cc1 (stereo unspecified),-7,0,12,-6,9,7,-12,10,-2,6,-34
Cc1ccccc1C(=O)OC1OC(=O)C(Cl)=C1N1CCOCC1 (stereo unspecified),-2,7,6,-4,4,-16,12,-7,-2,-17,-13
O=C(O)c1ccccc1C(=O)NNc1ccc(F)cc1F,-3,-27,-10,0,-21,-9,-15,-4,10,-6,-34
COc1ccc(/C=C(\NC(=O)c2ccc(Cl)cc2)C(=O)NCCCN2CCOCC2)cc1OC,-21,1,15,3,-2,0,-1,4,-1,7,-4
CC(C)CC(=O)NC(=S)N(Cc1ccccc1)Cc1ccccc1,-1,-7,18,0,-8,-16,-18,17,-34,13,9
CSCCC(=O)N1CCCC(N(C)CCc2ccccc2)C1 (stereo unspecified),2,5,8,-22,8,10,-17,-2,-14,-13,-2
O=C(OCC(=O)N1CCOCC1)c1ccc2[nH]c3c(c2c1)CCCC3,14,10,-9,-2,-20,-14,-23,-1,6,14,-15
Cc1cc(C)nc(-n2nc(C)cc2NC(=O)CN2CCCC(C)C2)n1 (stereo unspecified),-1,3,8,-4,7,3,-13,-13,14,15,-18
COc1ccc(NS(=O)(=O)c2ccc3oc(=O)c4[nH]c(=O)c(=O)n(C)c4c3c2)cc1,16,3,14,-8,-14,-21,2,2,-8,11,10
CC(C)(C)C(=O)NC1CC2CCCC(C1)N2C(=O)Nc1ccccc1 (stereo unspecified),0,1,7,-14,-23,20,-4,-7,6,6,5
CCC(c1nnnn1CCOC)N1CCN(Cc2ccccc2OC)CC1 (stereo unspecified),6,-8,14,2,0,25,13,0,-2,18,-1
COc1ccc(CNC(=O)c2ccccc2SCC(=O)N2CCCC2)cc1OC,3,-2,-1,-5,-16,-20,-12,3,23,1,-6
Clc1ccccn1,-4,0,3,4,2,-12,13,2,-34,9,-2
O=C(Nc1ccccc1)c1ccn[nH]1,-13,-18,-79,-34,-23,-45,-20,1,12,-62,-95
CCn1c(C)c2c(C)nnc(C)c2c1C,-8,-1,10,5,-5,14,-8,1,8,5,-7
COc1ccccc1C1C(C(=O)c2ccc(C)o2)=C(O)C(=O)N1c1cc(C)on1 (stereo unspecified),10,14,3,13,20,-2,26,-10,1,9,0
CC(=O)OC1CCC2(C)C(COc3ccc4ccc(=O)oc4c3)C(C)(O)CCC2C1(C)C (stereo unspecified),5,8,-17,6,12,12,3,-9,-10,13,-15
O=C1/C(=C\c2ccc(O)c(O)c2)C(c2ccccc2)=NN1c1ccccc1,1,0,-19,-10,43,-23,8,15,-22,23,-10
Cc1ccc(OCC(=O)N2CCCCC2)c(Br)c1,4,-18,-50,-41,-19,-18,-2,2,8,-52,-35
O=C(CN1CCN(c2ccccc2)CC1)Nc1ccccc1C(=O)NCCc1ccccc1,-1,4,-102,-58,-58,-134,10,6,-12,-107,-102
O=C(COc1c(Br)cc(Br)c2cccnc12)N1CCc2ccccc2C1,7,0,-2,nt,-32,-6,10,1,-14,12,7
CCOc1cc(N2CCOCC2)c(OCC)cc1NC(=O)CN1CCCC1,-1,5,1,2,0,7,-7,1,2,12,-10
C#CCN(C[C@@H]1[C@@H](OC(=O)NC2CCCC2)[C@@H](OC(=O)NC2CCCC2)Cn2c(=O)ccc(=O)n21)S(=O)(=O)c1ccc(C)cc1,48,9,26,34,33,94*,72*,-24,64*,-30,-6
COc1ccc(NC(=O)COC(=O)c2ccc(NS(=O)(=O)/C=C/c3ccccc3)cc2)cc1,-3,1,-16,16,15,-15,25,12,-14,16,9
Cc1ccsc1CN(C)C(=O)c1cc(S(=O)(=O)N2CCOCC2)ccc1N1CCCC1,-2,-8,3,14,-10,-8,-22,-11,6,13,-108
Nn1c(Cc2cccc3ccccc23)n[nH]c1=S,-8,-3,2,18,7,-11,0,-2,12,14,9
CC(C)c1cc(C(C)C)c(S(=O)(=O)NC(c2ccccn2)C23CC2C3)c(C(C)C)c1 (stereo unspecified),-4,nt,3,5,3,nt,27,nt,nt,nt,nt
CC(C)(C)C(=O)Nc1cc2c3c(c1)CCC(=O)N3CCC2,-1,-10,3,-10,-5,6,3,5,-7,-27,7
S=C(Nc1ccccc1Cl)NC1CCC(NC(=S)Nc2ccccc2Cl)CC1 (stereo unspecified),-7,-2,13,5,7,0,-27,-11,14,6,-6
CC[C@]12c3[nH]c4ccc(OC)cc4c3CCN1C(=O)C(CC(=O)NCCN1CCOCC1)C[C@@H]2C(=O)N1CCN(C(=O)C2CC2)CC1 (stereo partly specified),-8,-2,21,9,-1,-16,27,6,-3,-7,24
O=C1CC2CCCC(C1)S2=O (stereo unspecified),-9,-3,-6,-7,-6,-10,4,4,-6,-11,-23
CCOC(=O)C1=C[C@@H](C(C)C)N(S(=O)(=O)c2ccc(C)cc2)[C@H]1c1ccc(C(F)(F)F)cc1,28,nt,18,20,8,35,-19,-7,16,8,16
COc1ccccc1N1CCN(C(=O)Nc2ccc(F)c(Cl)c2)CC1,4,-28,-14,-12,-22,3,-5,-8,3,2,-17
CCc1cc(=O)n2[nH]c(C)c(-c3ccccc3OC)c2n1,-3,32,4,4,-11,0,0,7,36,-4,-6
CC(=O)Nc1ccc(N(C(=O)Cc2c[nH]c3ccccc23)C(C(=O)NC2CCCCC2)c2ccco2)cc1 (stereo unspecified),-10,-14,14,-3,5,10,17,1,23,11,-9
O=C(O)c1ccc(CS(=O)c2cccc(C(F)(F)F)c2)o1 (stereo unspecified),5,-4,5,14,4,1,8,4,-3,0,-7
